Compound activity deposited in PubChem by several laboratories.
LYP phosphatase: PTPN22 lymphoid phosphatase activity blockers – biochemical, fluorescence intensity, uHTS (AID 1779); recombinant LYP phosphatase, fluorescence intensity; higher % means a stronger effect; one-dose inhibition, % at 11.5 µM; IC50 in µM for titrated hits; 0.054% of 290,000 active;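 note: plate controls were vehicle with enzyme for no effect and no enzyme for full effect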
P. falciparum M1AAP: P. falciparum M1AAP inhibitors, biochemical, fluorogenic H-Leu-NHMec substrate, 1536-well (AID 1445). recombinant M1AAP, H-Leu-NHMec fluorogenic kinetic assay; higher % means a stronger effect. inhibition, % at 30 µM, or IC50 in µM where a hit was titrated. 0.42% of 220,000 active;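 active = primary inhibition above the hit cutoff, then over 50% inhibition at one or more dose response concentrations, cut at about 23% in these data, passing the limit was not always enough; inconclusive = conflicting primary data, or primary hits not chosen for dose response; inactive = low primary inhibition, or under 50% at every dose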;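 note: plate controls were DMSO full reaction for no effect and no enzyme background for full effect; strong numbers were not always called active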
XIAP displacement: small molecules displacing peptide from XIAP – biochemical, IAP family, fluorescence polarization (AID 1018). XIAP BIR domain, fluorescence polarization peptide displacement; higher % means a stronger effect. displacement, % at 20 µM; hits with a dose series show IC50 in µM. 0.007% of 200,000 active; in the data active = displacement above about 50%; note: a part of the inactive calls stands beside numbers as strong as those of hits
Lipid droplet: modulators of hepatic lipid droplet formation. AML12 mouse hepatocytes, oleate lipid droplets, BODIPY imaging. inhibition, % at 6.5 µM. 0.4% of 240,000 active. AID 1656;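 active = lipid droplet intensity inhibited by at least 50%, with more than 500 cells counted; inconclusive = wells with under 300 cells, treated as cytotoxic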
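System: AML12 hepatocytes (mouse). Probe or stimulus: oleic acid at 100 µM to induce lipid droplet formation. Times: overnight treatment with compound plus oleate. Detection: Image-based BODIPY and DAPI two-channel analysis. Evaluation: percent inhibition of filter-corrected integrated lipid droplet intensity per well.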
Siah-1 displacement: blockers of Siah-1 interaction with plectin peptide – biochemical, fluorescence polarization, rhodamine-plectin, uHTS, primary screen (AID 1817) | Siah-1 / rhodamine-plectin peptide fluorescence polarization; higher % means a stronger effect | 0.02% of 290,000 active | displacement, % at 20 µM, or IC50 in µM where a hit was titrated;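 active = displacement of at least 50% at 20 µM, with a fluorescence ratio check between 0.3 and a set limit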;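 note: plate controls were Siah plus tracer with DMSO for no effect and tracer alone without Siah for full effect; strong numbers were not always called active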
AID2073: disruptors of CaV2.2 binding to Mint1 – biochemical, HTRF (AID 2073). HTRF protein-protein interaction, Mint1-CaV2.2; higher % means a stronger effect. one-dose inhibition, % at 20 µM; IC50 in µM for titrated hits. 0.19% of 290,000 active; in the data active = inhibition mostly above about 51%, no sharp cut-off; inconclusive = no clear call, values can overlap the other calls; inactive = mostly below about 53%; note: some results filed as inactive read as strong as hits
ER stress rescue: rescue of cells from ER stress-induced death, primary screen, 384-well, CSM14.1, thapsigargin, ATP luminescence (AID 1222). CSM14.1 thapsigargin-induced death rescue, ATP luminescence; higher % means a stronger effect. cellular ATP content (survival), % at 20 µM; hits with a dose series show EC50 in µM. 190,000 tested, under 10 active;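 active = EC50 below 50 µM in the dose-response confirmation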;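 note: death triggered by thapsigargin at about 15 µM added after 2 h compound pretreatment; cell ATP read after overnight thapsigargin exposure of roughly 18 to 22 hours; normalized against plate controls of thapsigargin alone and 5% DMSO vehicle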
M17LAP inhibition: P. falciparum M17LAP inhibitors, primary screen, biochemical, fluorogenic H-Leu-NHMec substrate, 1536-well (AID 1619) | recombinant M17LAP, H-Leu-NHMec fluorogenic kinetic assay; higher % means a stronger effect | inhibition, % at 30 µM; hits with a dose series show IC50 in µM | 0.38% of 220,000 active;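 active = compound inhibiting the enzyme by more than half at any dose during confirmatory dose-response retesting; inconclusive = strong single-dose inhibitors picked by rank but not retested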;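 note: plate controls were full reaction with DMSO carrier for no effect and no enzyme background for full effect; strong numbers were not always called active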
HEK293 NOD2/NF-kB: inhibition of NOD2-driven NF-kB reporter – cell-based, luminescence, uHTS, HEK293 (AID 1566) | HEK293 NOD2/NF-kB luciferase reporter, luminescence; higher % means a stronger effect | inhibition, % at 4 µM; hits with a dose series show EC50 in µM | 0.63% of 290,000 active; note: many of its hits are not listed in these tables
Lipid droplet cells 6.5 µM: also measured in Lipid droplet; calls as there; cell count; measured here: cell count, cytotoxicity flag;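 cells counted across two imaged fields per well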
* = called active by the depositor; ? = inconclusive; / = not tested or not shown. Cut-off read from the data, not from the text of the source, unless noted: active = inhibition above about 50%; inactive = the rest. This is a subset (hit frequency here may not be typical).

1	CCOc1cc(C(=O)NC(C)Cc2cccs2)cc(OCC)c1OCC (stereo not drawn)
2	CC(Sc1nnnn1-c1ccc(O)cc1)C(=O)NC1CCCCC1C (stereo not drawn)
3	Cc1nnc(-c2ccco2)c2cn(-c3cccc(Br)c3)nc12
4	CCOc1ccc(C(=O)NCCc2cnc[nH]2)cc1OCC
5	CCSc1nc(N2CCOCC2)c2ccccc2n1
6	Cc1cc(C)c(C(=O)NCCCN2CCOCC2)c(C)c1
Assay by compound,1,2,3,4,5,6
LYP phosphatase,-2%,-9%,24%,-7%,1%,-10%
P. falciparum M1AAP,-1%,/,2%,/,8%,/
XIAP displacement,-4.9%,/,-5.1%,/,-4.8%,/
Lipid droplet,14,-11,40,8,-1,/
Lipid droplet cells 6.5 µM,676,801,640,815,796,/
Siah-1 displacement,-2%,-2%,-5%,-4%,1%,9%
AID2073,-2%,5%,34%,10%,-5%,2%
ER stress rescue,-1.1%,/,-5.0%,/,-1.1%,/
M17LAP inhibition,-2%,/,-10%,/,11%,/
HEK293 NOD2/NF-kB,8%,-90%,5%,-14%,10%,-4%

Four structures already listed, sorted by heavy-atom count, descending:
1	CCOc1cc(C(=O)NC(C)Cc2cccs2)cc(OCC)c1OCC (stereo not drawn)
2	CC(Sc1nnnn1-c1ccc(O)cc1)C(=O)NC1CCCCC1C (stereo not drawn)
4	CCOc1ccc(C(=O)NCCc2cnc[nH]2)cc1OCC
6	Cc1cc(C)c(C(=O)NCCCN2CCOCC2)c(C)c1
Assay by compound,1,2,4,6
LYP phosphatase,-2%,-9%,-7%,-10%
P. falciparum M1AAP,-1%,/,/,/
XIAP displacement,-4.9%,/,/,/
Lipid droplet,14,-11,8,/
Lipid droplet cells 6.5 µM,676,801,815,/
Siah-1 displacement,-2%,-2%,-4%,9%
AID2073,-2%,5%,10%,2%
ER stress rescue,-1.1%,/,/,/
M17LAP inhibition,-2%,/,/,/
HEK293 NOD2/NF-kB,8%,-90%,-14%,-4%

New compounds follow:
7	O=C(CSc1nc2ccccc2c(=O)n1NC(=O)c1ccccc1)c1ccc(Cl)cc1
8	CSCCNC(=O)c1ccc2nc(C3CCCCC3)oc2c1
9	Oc1ccc(Br)cc1-c1nc2cnccn2c1NC1CCCC1
10	CCOC(=O)C1=C(C)N(C)C(=O)NC1c1ccc(C)s1 (stereo not drawn)
11	COc1ccc2c3c1O[C@H]1C[C@@H](O)C=C[C@@]31CCN(C)C2
12	Cc1cc2oc(=O)cc(CSc3nnc(-c4cccs4)o3)c2cc1C(C)C
Assay by compound,7,8,9,10,11,12
LYP phosphatase,-6%,-4%,-6%,-6%,-5%,4%
P. falciparum M1AAP,6%,/,17%,-2%,9%,0%
XIAP displacement,-3.1%,/,1.3%,-0.2%,-4.2%,-9.9%
Lipid droplet,/,-8,-7,-18,10,-13
Lipid droplet cells 6.5 µM,/,776,706,674,715,647
Siah-1 displacement,16%,-2%,1%,4%,2%,-2%
AID2073,-4%,5%,30%,2%,-2%,0%
ER stress rescue,0.3%,/,-3.3%,-1.4%,-2.3%,1.2%
M17LAP inhibition,7%,/,-8%,1%,5%,2%
HEK293 NOD2/NF-kB,-69%,-1%,35%,-12%,8%,-18%

13	CCOC(=O)C1CCN(C(=O)C(=O)N2CCC(C(=O)OCC)CC2)CC1
14	CN(C)S(=O)(=O)c1c(Cl)cccc1Cl
15	C=CCOc1ccc(CN(C)C(=O)C2CCCO2)cc1 (stereo not drawn)
16	O=C1NC(=S)/C(=C\c2ccc(-c3ccccc3Cl)o2)S1
17	C#CCOCCOCCOCCNc1nc(N2CCN(C(=O)Cn3cc(CCCN=C(N)N)nn3)CC2)nc(N2CCN(C(=O)[C@H]([C@@H](C)CC)n3cc(CCCN=C(N)N)nn3)CC2)n1
18	CC1(C)Cc2c(sc(NC(=O)C(=O)N3CCCCC3)c2C(=O)O)CO1
Assay by compound,13,14,15,16,17,18
LYP phosphatase,-3%,-1%,-9%,-6%,1%,-7%
P. falciparum M1AAP,5%,1%,/,13%,-1%,/
XIAP displacement,-1.3%,-2.3%,/,3.2%,-8.4%,/
Lipid droplet,/,-12,4,10,5,-9
Lipid droplet cells 6.5 µM,/,744,761,592,723,766
Siah-1 displacement,0%,3%,2%,11%,1%,0%
AID2073,-8%,-1%,6%,16%,4%,2%
ER stress rescue,-1.6%,-1.1%,/,21%,4.8%,/
M17LAP inhibition,0%,-1%,/,37%,9%,/
HEK293 NOD2/NF-kB,2%,-10%,4%,-42%,9%,-13%

19	Brc1ccc(-c2nc(N/N=C/c3cccnc3)c3ccccc3n2)cc1
20	COCCN1C(=O)c2oc3c(C)cc(C)cc3c(=O)c2C1c1cccc(O)c1 (stereo not drawn)
21	CNC(=O)COC(=O)c1ccc(NS(=O)(=O)c2ccc3c(c2)OCCO3)cc1
22	Cc1nnc(N/N=C/c2ccccn2)[nH]c1=O
23	C=CCn1c(CCC(=O)O)ccc1-c1ccccc1
24	Cc1ccccc1CS(=O)(=O)Cc1ccc(C(=O)NCc2cccnc2)o1
Assay by compound,19,20,21,22,23,24
LYP phosphatase,-10%,-8%,-8%,2%,-2%,-6%
P. falciparum M1AAP,7%,8%,5%,-16%,7%,3%
XIAP displacement,-2.8%,-7.8%,-9.6%,/,2.6%,-3.1%
Lipid droplet,-1,13,10,-11,-1,/
Lipid droplet cells 6.5 µM,777,769,691,725,734,/
Siah-1 displacement,-4%,-2%,7%,0%,0%,-1%
AID2073,7%,0%,1%,-6%,-2%,6%
ER stress rescue,-6.7%,/,1.8%,/,5.8%,6.6%
M17LAP inhibition,-2%,2%,4%,-1%,21%,2%
HEK293 NOD2/NF-kB,-116%,13%,13%,3%,4%,6%

25	O=S1(=O)CC(O)C(N2CCC(c3ccccc3)CC2)C1 (stereo not drawn)
26	Nc1c(S(=O)(=O)c2ccccc2)nnn1-c1ccccc1
27	CCn1cc(C(=O)N2CC(C)CC(C)C2)c(=O)c2cc(S(=O)(=O)N3CCCC3)ccc21 (stereo not drawn)
28	COc1ccc(N2C(=NC(=O)CCCc3ccccc3)SC3CS(=O)(=O)CC32)cc1 (stereo not drawn)
29	Oc1ccccc1C=NCCCCCCN=Cc1ccccc1O
30	CCN(CC(=O)NC1CCS(=O)(=O)C1)S(=O)(=O)c1ccc(C)cc1C (stereo not drawn)
Assay by compound,25,26,27,28,29,30
LYP phosphatase,-5%,-2%,-7%,-5%,-7%,-9%
P. falciparum M1AAP,-6%,-2%,/,/,6%,5%
XIAP displacement,-1.6%,-12%,/,/,/,-2.7%
Lipid droplet,4,13,-4,10,24,-4
Lipid droplet cells 6.5 µM,607,692,782,726,745,635
Siah-1 displacement,0%,17%,-1%,4%,5%,2%
AID2073,0%,11%,?,-9%,7%,4%
ER stress rescue,-1.5%,-0.7%,/,/,/,-4.2%
M17LAP inhibition,-6%,-9%,/,/,-1%,4%
HEK293 NOD2/NF-kB,12%,10%,4%,-14%,10%,8%

31	CCc1nnc(NC(=O)CSc2nnc(-c3cc4ccccc4cc3O)n2CC)s1
32	CN(CCO)c1cc(N(C)CCO)c([N+](=O)[O-])cc1[N+](=O)[O-]
33	COc1ccc(C(c2nnnn2Cc2ccccc2)N2CCN(c3ccccc3)CC2)cc1 (stereo not drawn)
34	CC1C/C(=N/NC(=O)c2cccs2)CC(C)(C)C1 (stereo not drawn)
35	COC(=O)/C(C#N)=C/c1ccc(-c2ccc(S(N)(=O)=O)cc2)o1
36	Cc1ccc(N(C(=O)c2ccc3c(c2)OCO3)C2C=CS(=O)(=O)C2)cc1 (stereo not drawn)
Assay by compound,31,32,33,34,35,36
LYP phosphatase,0%,3%,13%,-9%,0%,2%
P. falciparum M1AAP,10%,9%,12%,5%,-6%,8%
XIAP displacement,1.4%,-8.8%,5.4%,-5.5%,/,6.3%
Lipid droplet,/,15,13,19,-1,5
Lipid droplet cells 6.5 µM,/,716,732,841,638,776
Siah-1 displacement,-1%,-2%,2%,4%,-5%,0%
AID2073,4%,41%,-2%,-8%,19%,-8%
ER stress rescue,18%,0.5%,-3.4%,-0.5%,/,-1.6%
M17LAP inhibition,8%,9%,10%,7%,-7%,10%
HEK293 NOD2/NF-kB,0%,4%,-28%,24%,-43%,3%

37	CCc1nnc(NC(=O)CSc2ccc(-c3nc4ccc(C)cc4[nH]3)cn2)s1
38	O=[N+]([O-])c1cc(C(F)(F)F)cc([N+](=O)[O-])c1N1CCN(S(=O)(=O)c2ccccc2)CC1
39	CCc1ccc(NC(=O)c2cc(S(=O)(=O)N3CCc4ccccc43)cn2C)cc1
40	Cc1cc(NC(=O)COC(=O)c2cc(S(=O)(=O)N3CCOCC3)ccc2N2CCCCC2)no1
41	COc1cccc2cc(C(=O)CS(=O)(=O)c3ccc(C(C)(C)C)cc3)c(=O)oc12
42	CCOC(=O)C1=NOC(CNC(=O)c2c(-c3ccccc3Cl)noc2C)C1 (stereo not drawn)
Assay by compound,37,38,39,40,41,42
LYP phosphatase,-8%,4%,-12%,-4%,0%,-3%
P. falciparum M1AAP,5%,7%,/,3%,/,-2%
XIAP displacement,-0.6%,-3.4%,/,-5.3%,/,-2.3%
Lipid droplet,6,-2,-2,5,11,-1
Lipid droplet cells 6.5 µM,711,673,806,797,685,633
Siah-1 displacement,-8%,4%,-5%,-2%,-3%,2%
AID2073,5%,0%,5%,-3%,1%,8%
ER stress rescue,-2.4%,3.4%,/,1.4%,/,-2.8%
M17LAP inhibition,0%,-4%,/,3%,/,-10%
HEK293 NOD2/NF-kB,-168%,-2%,16%,9%,-13%,-2%

43	Cc1cc2cc(C(c3nnnn3Cc3ccco3)N3CCCCC3)c(=O)[nH]c2cc1C (stereo not drawn)
44	O=C1NC(=O)/C(=C/c2ccc(-c3cc(C(=O)O)ccc3Cl)o2)S1
45	CCOC(=O)C1CCN(Cc2cnc(Oc3ccc(C(C)(C)C)cc3)s2)CC1
46	COc1ccc(-c2[nH]c3ccccc3c2SCCN)cc1
47	CC1CCCCC1NC(=O)C1CCCN1S(=O)(=O)c1cccc2nsnc12 (stereo not drawn)
Assay by compound,43,44,45,46,47
LYP phosphatase,-5%,-2%,-2%,-4%,-6%
P. falciparum M1AAP,27%*,/,-5%,1%,6%
XIAP displacement,-4.1%,/,-5.1%,/,-6.2%
Lipid droplet,-3,1,/,3,/
Lipid droplet cells 6.5 µM,782,820,/,687,/
Siah-1 displacement,-4%,-5%,-2%,-4%,-3%
AID2073,36%,0%,24%,6%,-7%
ER stress rescue,0.0%,/,7.9%,/,-1.2%
M17LAP inhibition,11%,/,-4%,1%,-5%
HEK293 NOD2/NF-kB,4%,-24%,-27%,-79%,-1%
